PGC1a acetyl inh: inhibitors of PGC1a acetylation signal, primary screen, cell-based, U2OS, AlphaScreen, inhibitor mode; AlphaScreen anti-acetyl-lysine; with virally co-expressed GCN5 acetyltransferase; inhibition, % at 15.6 µM; 350,000 compounds, 0.17% hits; AID 651687, 2012;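 active = every replicate shows inhibition of at least 40%; inconclusive = mean inhibition at least 40% but some replicate below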;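 note: 0% = neutral control wells and 100% = positive control wells; some results beyond the cut were filed as inactive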
miR122 inh: miR-122 Renilla sensor signal increase in Huh7, primary screen, miR-122 inhibitor project, cell-based, single point, plate reader; 340,000 compounds, 0.3% hits; Huh7 miR-122 Renilla luciferase sensor, 48 h; neutral wells = 0, positive control = 100; activation (reporter increase), % at 12.5 µM;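 active = mean replicate activation score at least 90 and every replicate individually at or above 90; inconclusive = only one of the two criteria met; inactive = neither criterion met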;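 note: higher luciferase means less miR-122 activity so hits act as miR-122 inhibitors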
INS-1E GSIS act: GLuc luminescence reporter in INS-1E cells, primary screen for activators of glucose-dependent secretion of insulin. INS-1E GLuc reporter insulin secretion, 2-3 h. activation, % at 16.6 µM. 370,000 compounds, 0.61% hits. AID 743287, 2014;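 active = lowest replicate activation of at least 40%, so every replicate reaches that level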;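 note: 0% = median of neutral control wells and 100% = median of IBMX positive control wells; some compounds called inactive have numbers as strong as hits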
Cneo AK release: Cryptococcus neoformans cell lysis inducers, primary screen, AK release luminescence, single concentration; AID 651654, 2012; C. neoformans lysis, adenylate kinase release luminescence, 4 h; normalised: neutral wells 0, clomiphene wells 100; 360,000 compounds, 0.2% hits; lysis activity, % at 15 µM;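 active = mean lysis activity across replicates of at least 80%, whatever share of replicates individually reach that level; inactive = mean lysis activity below 80%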
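Signal: Adenylate kinase release luminescence | Assay system: Log-phase Cryptococcus neoformans yeast cells | Input: Cells at 5 × 10^6 per mL | Buffer or medium: Fresh YPD growth medium | Compound: Single dose | Schedule: Static 4 h at 37 °C with compound, 1 h detection | Controls: Clomiphene | Read-out: Luminescence rise reflecting yeast cell lysis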
PglD inh: C. jejuni PglD acetyltransferase inhibitors, primary screen, biochemical, DTNB colorimetric, single point; UDP-N-acetylbacillosamine N-acetyltransferase PglD (Campylobacter jejuni); purified PglD enzyme, DTNB colorimetric CoA detection; inhibition, % at 12.5 µM; 360,000 compounds, 0.098% hits; AID 602405, 2012; in the data active = inhibition above about 16%, passing the limit was not always enough; inconclusive = no clear call, values can overlap the other calls; note: strong numbers were not always called active
CFTR F508del cor: F508del CFTR correction, initial screen, CFBE line, single point. CFBE cells, YFP halide quenching; stimulated with forskolin plus potentiator P3; % fluorescence drop versus neutral controls. AID 720511, 2013. 350,000 compounds, 0.36% hits. activity (quench increase), % at 7.58 µM;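 active = mean added fluorescence quench of at least 8% versus neutral control, with both replicates also reaching 8%; inconclusive = only one of the mean or replicate conditions met; inactive = mean below 8% and not both replicates reaching 8%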;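 note: cells transiently co-express mutant CFTR-F508del with the halide-sensitive YFP; corrector assay measuring rescue of mutant channel to the surface after 24 h compound exposure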
Statin myotox sup: suppressors of statin myotoxicity in C2C12 myotubes, primary screen, cell-based, single point, plate reader; C2C12 myotubes + simvastatin, ATP luminescence, 48 h; scaled: DMSO 0, geranylgeraniol control 100; rescue of ATP level, % at 7.49 µM; 330,000 compounds, 0.78% hits; AID 602340, 2012;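 active = mean ATP rescue above about 67%, or every replicate alone reaching that limit, limit read from the data, passing the limit was not always enough; inconclusive = no clear call, values can overlap the other calls; inactive = mean under the limit and some replicate under it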;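 note: myotubes were challenged with 10 µM simvastatin during compound exposure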
FN deposition inh: inhibitors of fibronectin matrix deposition, primary screen, AH1F cells, Alexa488-fibronectin fluorescence, plate reader | 350,000 compounds, 0.086% hits | inhibition, % at 12.6 µM | AH1F fibroblasts, overnight;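 active = mean inhibition across replicates of 30% or more, regardless of how many single replicates reach that level; inconclusive = mean under 30% yet at least half of replicates reach 30%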;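 note: positive control wells lacked labelled fibronectin entirely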
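Test system: AH1F fibroblast monolayer depositing Alexa488-labelled fibronectin into matrix. Input: 10000 cells per well. Technique: fluorescence, ex 485 nm, em 525 nm. Buffer or medium: DMEM plus 2% serum, read in PBS. Timing: 1 h cell adhesion before compound, then overnight fibronectin incubation. Compound: single dose, pinned. Read-out basis: inhibition from reduced deposited-fibronectin fluorescence.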
The depositor's hits bear a star; ? = inconclusive; · = not tested or not shown; [ ] = remark or other dose.

SMILES	PGC1a acetyl inh	miR122 inh	INS-1E GSIS act	Cneo AK release	PglD inh	CFTR F508del cor	Statin myotox sup	FN deposition inh
CCCCn1c(N)c(N(CCOC)C(=O)CN2C(=O)C3CCCCC3C2=O)c(=O)[nH]c1=O (stereo not drawn)	-6	-4	9	-1	6	-0.3	-1	1
CCOc1ccc(NC(=O)CN(C)C(=O)C2(c3ccccc3)CC2)cc1OCC	·	55	6	·	·	-2.1	5	-9
Oc1ccc(N2CCN(C(c3cccnc3)c3nnnn3Cc3ccccc3)CC2)cc1 (stereo not drawn)	27	·	-8	1	2	·	22	·
CCc1nnc(NS(=O)(=O)c2ccc(NCc3cc(Cl)cc(Cl)c3O)cc2)s1	2	·	18	0	2	1.1	·	3
CCOC(=O)c1nnn(-c2nonc2N)c1CN(C)C1CCCCC1	-3	-1	·	3	-4	·	-7	·
Cc1ccc(N2C(=O)CC(Sc3ccccc3C(=O)O)C2=O)c([N+](=O)[O-])c1 (stereo not drawn)	-11	4	-9	·	·	-1.4	5	4
Cc1ccc(C(=O)NCCCNC(=O)c2ccc(C)nc2)cc1	-10	-2	6	-3	1	0.9	-3	-3
COc1ccc(C2OC(=O)CC2C(=O)NC(C)C)cc1 (stereo not drawn)	1	-4	9	-1	2	·	·	4
NS(=O)(=O)c1ccc(CCNc2ccn3nc(-c4ccc(OCCN5CCOCC5)cc4)cc3n2)cc1	·	·	14	-1	-1	-5.6	-16	13
CC(=O)N1CC2(NC(=O)c3ccccc3N2)c2ccccc21 (stereo not drawn)	7	-1	-5	-1	0	2.1	-1	3
CCCCCC(O)C=CC1C(O)CC(O)C1CC=CCCCC(=O)O (stereo not drawn)	·	-34	-7	0	-5	1.0	31	-11
O=c1[nH]c(C2CCN(S(=O)(=O)Cc3ccccc3)CC2)nc2c1nnn2Cc1cccc(Cl)c1	-10	-4	-10	0	-30	0.5	10	-9
COC(=O)c1sc(N)c(C(=O)OC)c1COC(=O)CNS(=O)(=O)c1ccc(C)cc1	6	-1	10	1	-3	·	·	6
CCCCCC(=O)N1C[C@@H](n2cc(C3CC3)nn2)[C@H](O)C[C@@H]1c1ccc(Cl)cc1	2	17	-5	-1	1	5.6	-8	-8
CN(C)C(=O)c1cccc(-c2ccc([C@@H]3[C@@H](CO)N4C(=O)CN(C(=O)C5CCCCC5)C[C@H]34)cc2)c1	1	·	-11	·	·	-0.2	·	5
CC(=O)c1ccc(OCC(=O)N(C)C2CCS(=O)(=O)C2)cc1 (stereo not drawn)	·	-3	25	0	5	-1.7	-1	-3
COc1ccc(/C=N/n2cncn2)cc1Cn1cc([N+](=O)[O-])cn1	15	10	17	-1	2	-0.7	·	5
COc1ccccc1NC(=O)N1CCCCN2[C@H](CO)[C@H](c3ccc(C#CC4CCCC4)cc3)[C@@H]2C1	-11	-3[16.7 µM]	-20	-7	0	2.9	-2	·
Cc1onc(-c2ccccc2)c1-c1n[nH]c(=S)n1-c1ccccc1Cl	-9	0	·	-2	2	·	32	·
CCOC(=O)c1c(NC(=S)N2CCOCC2)sc2c1CCN(C(=O)OCC)C2	3	-4	-32	4	-3	-32	·	1
COc1ccc(N2CCN(C(C)C(=O)N3CCCC3)CC2)cc1 (stereo not drawn)	8	·	5	·	·	0.3	·	-5
COc1ccccc1NC(=O)N1CCCCN2[C@H](CO)[C@H](c3ccc(-c4cccc(F)c4)cc3)[C@@H]2C1	3	-7[16.7 µM]	-11	-12	0	2.6	17	·
CCCCCn1nc(C)c(/C=N/NC(=O)c2ccoc2C)c1C	-2	-9	·	-1	7	·	-14	·
Cc1cccc2sc(NNC(=O)c3cc(-c4cccs4)nc4ccccc34)nc12	-4	0	·	1	4	-1.3	17	-3
CC1CN(S(=O)(=O)c2cccc(C(=O)Nc3ccccc3N3CCCC3)c2)CC(C)O1 (stereo not drawn)	-16	6	9	1	-4	1.7	19	0
More entries:
SMILES	PGC1a acetyl inh	miR122 inh	INS-1E GSIS act	Cneo AK release	PglD inh	CFTR F508del cor	Statin myotox sup	FN deposition inh
Cc1ccc(OCC(O)CNCc2ccc(F)cc2)cc1 (stereo not drawn)	-7	1	-9	0	-5	0.2	8	4
[S-]c1nnc(-c2ccc(Br)cc2)n1-c1ccccc1.[Zn+2]	9	-6	·	4	2	-1.3	1	-13
Cc1nn(C)c(Cl)c1C(=O)NCC(=O)Nc1ccc(C(C)C)cc1	-18	1	-7	·	·	1.9	·	-9
Cc1noc(C)c1NC(=O)Nc1ccc2c(c1)C(=O)N([C@@H](C)CO)C[C@H](C)[C@@H](CN(C)S(=O)(=O)c1ccc(Cl)cc1)OCCCC[C@@H](C)O2	3	4[16.7 µM]	-5	2	-8	-1.0	·	1
C[C@@H]1CN([C@@H](C)CO)C(=O)c2cccc(NS(=O)(=O)c3cn(C)cn3)c2O[C@@H]1CN(C)C(=O)Nc1ccccc1	5	2[16.7 µM]	11	-3	0	0.1	·	·
CCn1c(=S)sc2c(=O)n(CC(=O)Nc3cccc(Br)c3)c(C)nc21	7	6	-23	-12	-4	0.0	5	-11
COc1cccc(C2=CC(=O)C[C@H](c3ccc4c(c3)OCO4)C2)c1OC	7	8	·	-1	-3	·	21	·
Cc1ccc(Nc2nnc(SCc3cc(=O)n4cc(C)ccc4n3)s2)cc1	·	2	11	-1	6	·	-5	12
COC(=O)C1=C(C(=O)OC)[C@@H]2N(C)c3ccc(OC)cc3[C@@]23C[C@@H](C(=O)OC)N=C3N1	-2	-5	-6	0	2	-3.3	-6	-11
COc1ccc(NC(=S)N(Cc2ccc(C(=O)O)cc2)Cc2ccc(OC)c(OC)c2)cc1	2	-6	-6	1	3	-2.5	-20	-9
O=C(C1CC1)N1CCCCN2[C@H](C1)[C@@H](c1ccc(C#CC3CC3)cc1)[C@@H]2CO	-3	19[16.7 µM]	·	0	3	-4.4	·	·
CC(C)c1ccc(CC(=O)N2CCC2(C)C(=O)Nc2cccc(C#N)c2)cc1 (stereo not drawn)	-22	2	-19	4	-2	0.7	-10	3
C[C@@H]1CCCCO[C@H](CN(C)C(=O)Nc2ccc3c(c2)OCO3)[C@@H](C)CN([C@H](C)CO)C(=O)c2cc(N(C)C)ccc2O1	11	2[16.7 µM]	-16	5	0	1.7	10	·
Cc1ccc(S(=O)(=O)NC(CC(=O)OCc2ccccc2)C(=O)OCc2ccccc2)cc1 (stereo not drawn)	-11	1	·	-13	4	-0.5	-16	1
CCCCN1CC(COC)Oc2cccc(F)c2S1(=O)=O (stereo not drawn)	-19	-1	9	8	-1	0.2	0	8
CCN=c1scc(C)n1/N=C/c1ccc(O)c(O)c1O	1	-8	·	-5	2	·	·	6
O=[N+]([O-])c1ccc(O)c(CN2CCCCCC2)c1	·	-11	5	-2	-12	0.2	8	1
O=C(NC[C@H]1N[C@H](CO)[C@@H]1c1ccc(C2=CCCCC2)cc1)c1ccc(F)cc1	-28	-7[16.7 µM]	-7	13	-1	-7.5	-38	-18
CCCCCOc1ccc(C(=O)NC(CCC)C(=O)O)cc1 (stereo not drawn)	15	-7	·	2	5	·	1	·
N/C(=N\OC(=O)c1ccc(Cl)cc1[N+](=O)[O-])c1ccccn1	-22	-2	1	-5	1	-0.7	6	2
Cc1ccc(-c2cc(C(=O)Nc3ccc(S(=O)(=O)Nc4nccs4)cc3)c3ccccc3n2)c(C)c1	-6	65	4	-2	-1	·	15	1
CC(C)NC(=O)N(C)C[C@@H]1Oc2cc(-c3cncnc3)ccc2S(=O)(=O)N([C@@H](C)CO)C[C@H]1C	11	0[16.7 µM]	22	48	1	0.5	6	-6
Cn1c(NC(=O)c2ccc(Cl)s2)cc(=O)n(C)c1=O	11	-1	·	-1	12	·	5	-1
COC(=O)c1[nH]c(C)c(/C(O)=C2\C(=O)C(=O)N(CCN(C)C)C2c2cccc(OC)c2OC)c1C (stereo not drawn)	-13	-6	·	2	-5	·	·	·
COc1cc(NC(=O)[C@@H]2CCCN2S(=O)(=O)c2cccc3cccnc23)cc(OC)c1OC	0	2	17	-1	7	4.1	87*	0
(more compounds)
SMILES	PGC1a acetyl inh	miR122 inh	INS-1E GSIS act	Cneo AK release	PglD inh	CFTR F508del cor	Statin myotox sup	FN deposition inh
Cn1sc2ccccc2c1=O	·	-1	12	-1	-2	-4.6	32	-3
COCCn1c(SCC(=O)NC(=O)NCc2ccccc2)nc2ccccc2c1=O	-9	-3	10	-1	2	0.5	-2	11
CCOc1ccc(C(=O)NCC2CCN(CC3CCCCC3)CC2)cc1	6	-8	·	-3	3	1.8	-1	3
COc1ccc(-c2cc(C(=O)OC3CCOC3=O)c3ccccc3n2)cc1 (stereo not drawn)	-10	0	·	-6	4	·	-1	-3
COc1ccc(NS(=O)(=O)c2ccc(O)c(C(=O)OCC(=O)N3CC(C)OC(C)C3)c2)cc1 (stereo not drawn)	-6	-1	·	2	-6	·	-4	·
CO[C@H]1CN(C)C(=O)c2cc(NS(C)(=O)=O)ccc2OC[C@@H](C)N(Cc2nccs2)C[C@@H]1C	0	0[16.7 µM]	-8	-3	2	0.9	13	-3
Cc1ccc(CS(=O)(=O)Cc2ccc(C(=O)NCCc3ccccc3)o2)cc1	-12	-4	0	·	·	1.2	2	6
COc1ccc2c(c1)C(=O)CC(c1ccccc1F)O2 (stereo not drawn)	2	-1	·	-2	6	·	8	-4
OCC[C@@H]1C[C@@H](O)[C@H](O)[C@]2(CCCc3ccccc3O2)O1	·	·	12	3	-1	3.4	2	-3
CC1CN=C(NC(=O)c2cccc([N+](=O)[O-])c2)S1 (stereo not drawn)	·	-1	5	0	-5	-3.6	6	4
CC(C)NC(=O)C1(C)CCCN1Cc1ccccc1C#N (stereo not drawn)	14	-2	5	0	1	1.9	1	-1
COc1ccc2c(c1)CC(C(=O)Nc1ccc(Cl)cc1)/C(=N/O)O2 (stereo not drawn)	1	5	-8	1	-7	0.8	6	-5
O=C(NCCc1csc(-c2cccnc2)n1)c1cccs1	·	·	3	0	0	-0.2	-15	5
COc1ccc(NC(=O)Nc2ccc3c(c2)C(=O)N([C@@H](C)CO)C[C@H](C)[C@H](CN(C)C(=O)Nc2ccc(C(F)(F)F)cc2)O3)cc1	5	-7[16.7 µM]	-30	-2	16	-2.0	10	·
CCOc1ccccc1NC(=O)Cn1nnc(C(=O)NCc2cccs2)c1N	-6	?	-1	-1	1	0.2	-59	-7
Cc1nc2c(=O)n(C)c(=O)[nH]c2n1Cc1ccccc1	·	-10	·	0	-2	·	·	-25

Screening data deposited in PubChem by Broad Institute.
